PostGolgi ctrl – growth of the yeast control strain, post-Golgi counter-screen | efflux-deficient yeast background strain, growth absorbance A615, 16 h | inhibition, % at 10 µM | actives 5% (n = 98,000) | AID 738
sEH act – increases human soluble epoxide hydrolase activity. P34913. purified human sEH enzymatic activity, activator screen. activation, % at 2 µM. actives 0.04% (n = 91,000); in the data active = activation above about 37%; note: values of inactives mirror those of a sister screen read the other way
PostGolgi yeast – growth inhibition of a yeast mutant, post-Golgi transport screen; actives 0.9% (n = 98,000); post-Golgi transport phenotypic cell assay; inhibition, % at 10 µM;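 note: yeast cells grown in 1536-well plates; yeast grown about 18 h at 30C before absorbance read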
CYP2C19 act – cytochrome P450 2C19 (human) activation; P33261; recombinant CYP2C19, luciferin-H EGE luminescence; stronger effect = higher value; 0 = fully inhibited enzyme, 1 = untreated enzyme; activation factor at 5 µM; 96,000 tested, under 10 active; AID 1025;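 active = activation factor of at least 2 at 5 µM in the primary screen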;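 note: 0 = wells with 2.5 mM tranylcypromine and 1 = vehicle-only wells; values of inactives mirror those of a sister screen read the other way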
hDAT+cocaine – modulates human dopamine transporter uptake under cocaine | Q01959 | LLC-PK1 hDAT cells, [14C]-dopamine uptake with cocaine IC80; actives deviate in either direction | B-score at 10 µM | actives 1.3% (n = 110,000);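 active = Z score or B-score, a plate-position-corrected score, falls beyond the plate's 99.7% confidence bounds, in either direction; inactive = both scores lie inside the 99.7% bounds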;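 note: scored against the spread of the other compound wells on the same plate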
Target sequence (Q01959 whole entry, looked up): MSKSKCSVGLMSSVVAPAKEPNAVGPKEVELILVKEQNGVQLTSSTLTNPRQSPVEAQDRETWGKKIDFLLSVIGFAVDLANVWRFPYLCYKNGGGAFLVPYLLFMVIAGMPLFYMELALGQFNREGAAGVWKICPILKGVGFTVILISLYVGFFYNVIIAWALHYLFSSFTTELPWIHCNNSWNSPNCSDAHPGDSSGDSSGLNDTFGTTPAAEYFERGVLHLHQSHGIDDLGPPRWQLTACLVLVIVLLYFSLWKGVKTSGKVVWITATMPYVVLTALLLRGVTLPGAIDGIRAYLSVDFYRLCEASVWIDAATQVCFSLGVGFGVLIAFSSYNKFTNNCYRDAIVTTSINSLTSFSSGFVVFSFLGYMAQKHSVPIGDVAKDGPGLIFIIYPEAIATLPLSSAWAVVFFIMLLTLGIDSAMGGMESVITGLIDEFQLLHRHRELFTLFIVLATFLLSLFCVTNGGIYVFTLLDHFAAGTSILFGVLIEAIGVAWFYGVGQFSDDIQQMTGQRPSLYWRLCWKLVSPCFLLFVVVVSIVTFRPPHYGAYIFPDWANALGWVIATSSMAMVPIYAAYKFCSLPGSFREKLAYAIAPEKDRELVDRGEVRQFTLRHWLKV
CYP2C19 inhib – human CYP2C19 inhibition. CYP2C19 Supersomes, luciferin-H EGE luminescence, 30 min. inhibition, % at 5 µM. actives 21% (n = 96,000);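 active = CYP2C19 inhibition above a set limit at 5 µM in the primary screen, cut at about 50% in these data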;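 note: plate controls were negative control wells for no effect and 2.5 mM tranylcypromine positive control for full effect; values of inactives mirror those of a sister screen read the other way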
S1P2 agonist – S1P2 (human) receptor agonism | O95136 | S1P2-expressing cell line, agonist reporter read-out | activation, % at 4.5 µM | actives 0.46% (n = 97,000) | AID 729; in the data active = activation above about 16%;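 note: 0% = vehicle low control and 100% = maximal reference agonist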
Target sequence (O95136 whole entry, looked up): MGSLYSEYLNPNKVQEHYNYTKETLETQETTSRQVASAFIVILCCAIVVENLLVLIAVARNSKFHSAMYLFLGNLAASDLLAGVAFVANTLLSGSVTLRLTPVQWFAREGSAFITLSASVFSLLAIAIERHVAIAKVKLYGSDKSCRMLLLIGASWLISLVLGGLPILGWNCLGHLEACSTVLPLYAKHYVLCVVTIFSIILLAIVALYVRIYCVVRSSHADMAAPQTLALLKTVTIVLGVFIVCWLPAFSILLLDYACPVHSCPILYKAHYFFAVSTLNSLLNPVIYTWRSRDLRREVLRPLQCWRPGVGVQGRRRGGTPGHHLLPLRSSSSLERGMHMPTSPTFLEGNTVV
S1P2 blocker – antagonists of human S1P2 receptor; cell-based S1P2 antagonist assay, inhibition at 5 uM; inhibition, % at 5 µM; actives 0.21% (n = 97,000); AID 736; in the data active = inhibition above about 45%;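 note: CRE beta-lactamase reporter cells expressing human S1P2 stimulated with S1P; 0% = agonist at EC80 alone and 100% = agonist plus reference antagonist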
sEH inh – soluble epoxide hydrolase (human) inhibition; actives 0.34% (n = 91,000); AID 707; P34913; inhibition, % at 2 µM; recombinant human sEH enzymatic activity assay; in the data active = inhibition above about 80%; note: values of inactives mirror those of a sister screen read the other way; many of its hits are not listed in these tables
Starred values were filed as active, the others as inactive; . = no result given. Cut-off read from the data, not from the text of the source, unless noted: active = inhibition above about 30%; inactive = the rest.

Molecule	hDAT+cocaine	CYP2C19 inhib	sEH act	PostGolgi yeast	S1P2 agonist	S1P2 blocker	CYP2C19 act	PostGolgi ctrl	sEH inh
CCn1cc(CNC(=O)/C=C/c2ccc([N+](=O)[O-])cc2)c(C)n1	1	-12	-1	-22	-2	7	1.1	5	1
O=c1cc(CO)oc(C(Nc2ccccn2)c2cccc(F)c2)c1O (centres undefined)	0.031	18	-7	-6	-1	11	0.8	4	6
COCCCNC(=O)c1cc(C(=O)c2c(-c3c(Cl)cccc3Cl)noc2C)c[nH]1	-0.2	-4	5	0	-7	20	1	11	-2
CCc1c(C)sc(NC(=O)C2CC2c2ccccc2)c1C(N)=O (centres undefined)	1.4	42	-2	-5	-4	-32	0.6	21	0
Cc1ccccc1-n1nc(C)c2cc(C(=O)NC3CC3)sc21	1.7	61*	2	-3	-4	3	0.4	8	-2
CCCCC(=O)Nc1ccc(NC(=O)C(C)C)cn1	0.92	7	19	21	-4	-9	0.9	8	-18
CCn1nnc(-c2ccccc2NC(=O)c2cnccn2)n1	-0.047	.	-2	.	-3	-19	.	.	7
CCCCn1c(CNC(=O)C23CC4CC(CC(C4)C2)C3)nnc1SCC(=O)Nc1nnc(C)s1	-1.4	-14	-4	7	-4	-12	1.1	5	7
Cc1cccc(C)c1NC(=O)CS(=O)CC(=O)NC1CCN(Cc2ccccc2)CC1 (centres undefined)	0.99	4	3	-7	1	14	1	0	-4
CCC(NC(=O)c1ccccc1O)c1ccccc1 (centres undefined)	0.24	26	1	-4	-3	-11	0.7	8	2
COc1ccc(C(CC(=O)O)NC(=O)COc2ccccc2)cc1OC (centres undefined)	-0.3	-17	5	-1	-6	5	1.2	-3	-4
CC1(C)CC(=O)C(C(C2=C(O)CC(C)(C)CC2=O)c2cccc(O)c2)C(=O)C1 (centres undefined)	0.029	-5	-8	-18	-7	19	1.1	-4	8
CCCCn1c2c(c3ccccc31)CCc1nonc1-2	-0.046	-5	1	.	-3	5	1.1	.	-2
O=C(N/N=C/c1ccccc1Cl)c1ccc(F)cc1	-0.12	30	-45	0	-2	7	0.7	4	46
O=C(COC(=O)c1ccccc1NC(=O)c1ccco1)NC1CCCCC1	1	6	-71	0	-7	2	0.9	1	72
COc1ccc(NC(=O)CSc2ccccn2)cc1OC	0.88	9	-7	-5	-7	-7	0.9	15	9
O=C(Nc1cccnc1)C1CC(c2ccccc2O)=NO1 (centres undefined)	-0.27	80*	7	-1	-1	-8	0.2	11	-5
CCN1C(=O)/C(=C\N2CCCc3ccccc32)SC1=S	0.92	0	7	0	-6	25	1	15	-7
COc1ccc(C(=O)Nc2ccc(Cl)cc2C(=O)NCc2ccco2)cc1OC	-0.0068	29	-5	-4	-2	2	0.7	12	4
O=C(NC1CCCCC1)C(c1ccco1)N(CCc1ccccc1)C(=O)C(F)(F)F (centres undefined)	-0.67	.	-2	.	-2	5	.	.	6
C/C(=N\n1nnnc1Nc1ccccc1)c1ccc(N)cc1	0.0094	27	-2	-2	-13	25	0.7	-5	2
COc1ccc(/C=C/C(=O)c2sc(-c3ccccc3)nc2C)cc1	2.3	-5	.	4	-1	17	1	11	.
Cc1nn(C)cc1/C=C/C(=O)c1ccccc1	-1.8	35	5	6	-5	5	0.7	3	-3
CC1=NCCN1S(=O)(=O)c1ccc(Br)c(C)c1	-0.36	28	-12	4	0	16	0.7	6	14
Nc1c(N2CCCCC2)c(=O)[nH]c(=O)n1-c1ccccc1	-0.15	55*	-13	-4	-9	16	0.5	22	14
COC(=O)c1[nH]c2ccccc2c1NC(=O)CN1CCC(C(N)=O)(N2CCCCC2)CC1	-0.21	18	12	9	-1	3	0.8	4	-8
O=C(CSc1ncnc2c1oc1ccccc12)Nc1cccc(C(F)(F)F)c1	-0.43	-17	-22	1	-3	-20	1.2	9	25
COc1ccccc1C1(CC(=O)O)CCOC(C)(C)C1 (centres undefined)	-1.6	9	-2	-3	-2	4	0.9	6	5
CSc1nsc(SC)c1C(=O)N1CCN(S(=O)(=O)c2ccc(C)cc2)C1C (centres undefined)	0.037	42	3	-1	-6	17	0.6	12	-3
c1ccc(Cn2nnc(-c3ccccc3)n2)cc1	0.085	.	9	.	-1	7	.	.	-9

Additional records follow.
Molecule	hDAT+cocaine	CYP2C19 inhib	sEH act	PostGolgi yeast	S1P2 agonist	S1P2 blocker	CYP2C19 act	PostGolgi ctrl	sEH inh
C/C(=N\NC(=O)C1CCCN(S(=O)(=O)c2ccccc2)C1)c1cccnc1 (centres undefined)	2.4*	44	-36	15	-5	1	0.6	-5	38
Cc1cc(C(F)(F)F)n2ncc(-c3ccc(F)cc3)c2n1	-0.23	5	10	16	-3	-8	1	-3	-12
CC(=N)C1=C(O)CC(C)(C)CC1=O	-0.11	13	.	0	.	.	0.9	-1	.
O=C1CC(c2ccccc2)CC(O)=C1C=NC1CCCC1 (centres undefined)	0.0069	79*	1	4	-10	-3	0.2	27	2
COc1cc(C(=O)NCc2cccc3ccccc23)cc(Cl)c1OC	-0.22	62*	-45	0	-8	24	0.4	39*	46
CC(C)(C)NC(=O)CC(CC(=O)O)c1ccccc1 (centres undefined)	-0.32	-4	11	-9	-8	13	1	12	-12
Cc1ccc(N2C(=O)C3C(C2=O)C(C(=O)c2ccc(Cl)cc2)N2CCCC32)cc1 (centres undefined)	0.22	-6	9	2	-2	1	1.1	12	-8
CCC(Sc1nc(C)cc(C)n1)C(=O)O (centres undefined)	-0.03	-10	-1	7	-7	5	1.1	8	5
Cc1ccc2c(c1)nnn2C1CCN(CC(=O)N2c3ccccc3CC2C)CC1 (centres undefined)	1.6	30	-4	-5	-3	8	0.7	20	4
Cc1ccccc1-c1nnc(SCc2ccccc2)o1	0.029	73*	4	-4	-3	9	0.3	5	-10
O=C(C1CCCCC1)N(Cc1nc2sc3c(c2c(=O)[nH]1)CCCC3)Cc1cccs1	0.91	30	11	3	-3	0	0.7	24	-12
COC(=O)c1cc2c(C)cc3ccc(C)cn3c-2c1C(=O)OC	0.51	28	14	-1	-6	-25	0.7	11	-12
CCCn1c2c(c(O)c(C(=O)Nc3nccs3)c1=O)CCCC2	-1.1	2	.	22	-11	5	1	24	.
N#Cc1c(NC(=O)CSc2ncn[nH]2)sc2c1CCCCC2	0.3	15	.	-8	.	.	0.8	26	.
COc1ccc2c(=O)cc(-c3ccccc3)n(C)c2c1	-0.015	.	-2	.	-2	-11	.	.	2
COc1ccc(/C=C/C(=O)NC(=S)NNC(=O)c2ccco2)cc1	0.023	.	-6	.	-4	0	.	.	10
O=C1NC(=O)C(CC(=O)N(Cc2ccco2)C2(C(=O)NC3CCCC3)CCCCC2)N1 (centres undefined)	.	-1	-1	-4	0	-11	1	21	-1
COc1cccc(OC)c1C(=O)N1CCN(S(=O)(=O)c2ccc(C)cc2)CC1	0.61	11	-3	-2	4	-11	0.9	3	5
O=[N+]([O-])c1ccc(Sc2nccn2Cc2ccccc2)cc1	-1.3	96*	-10	-1	-2	12	0	8	12
CCOC(=O)C1=C(C)N(C)C(C)=C(C(=O)OCC)C1c1ccncc1	0.52	97*	-2	28	-5	9	0	13	4
Cc1onc(-c2ccccc2)c1C(=O)N1CCOCC1	-0.032	1	5	1	-1	-5	1	-2	-4
Cn1c(C(=O)OCC(=O)NCc2cccs2)cc2sccc21	0.88	51*	-19	8	-9	-4	0.5	3	18
COCCCn1c(CCC(=O)O)ccc1-c1cccs1	-0.5	18	-7	-2	-2	-8	0.8	30*	8
Cc1c(Br)c(C(N)=O)nn1C	-0.36	-8	-10	13	-1	-1	1.1	4	12
COc1ccc(CN2CCN(c3ncccn3)CC2)c(OC)c1	0.12	45	.	-4	.	.	0.5	42*	.
CCNc1nc(OC)nc(SCC(N)=O)n1	0.14	-10	0	23	-4	3	1.1	3	-5
COc1ccc(S(=O)(=O)N2CCN(C(=O)c3c(C)nn(-c4ccccc4)c3Cl)CC2)cc1	0.57	88*	10	14	-4	17	0.1	0	-10
Cc1nn(Cc2ccccc2)c(C)c1NC(=O)c1noc2c1CCc1ccccc1-2	0.54	38	8	-11	-4	20	0.6	18	-10
CC(C)C(CCN1C(=O)c2ccccc2C1=O)c1ccco1 (centres undefined)	0.68	24	-2	1	-3	-8	0.8	15	-1
COc1cccc(Cn2cccc(NC(=O)Nc3ccc(C#N)cc3)c2=O)c1	-0.81	6	-1	0	-5	17	0.9	28	3

Records listed so far that bear a hit mark in hDAT+cocaine.
SMILES | hDAT+cocaine | CYP2C19 inhib | sEH act | S1P2 agonist | S1P2 blocker | CYP2C19 act | sEH inh
C/C(=N\NC(=O)C1CCCN(S(=O)(=O)c2ccccc2)C1)c1cccnc1 (centres undefined) | 2.4* | 44 | -36 | -5 | 1 | 0.6 | 38

2 entries drawn at random from those above, as already listed:
Molecule	hDAT+cocaine	CYP2C19 inhib	sEH act	PostGolgi yeast	S1P2 agonist	S1P2 blocker	CYP2C19 act	PostGolgi ctrl	sEH inh
COc1ccc(/C=C/C(=O)NC(=S)NNC(=O)c2ccco2)cc1	0.023	.	-6	.	-4	0	.	.	10
O=C1NC(=O)C(CC(=O)N(Cc2ccco2)C2(C(=O)NC3CCCC3)CCCCC2)N1 (centres undefined)	.	-1	-1	-4	0	-11	1	21	-1

More compounds:
Molecule	hDAT+cocaine	CYP2C19 inhib	sEH act	PostGolgi yeast	S1P2 agonist	S1P2 blocker	CYP2C19 act	PostGolgi ctrl	sEH inh
Cc1cc(C(=O)NNC(=S)NCc2ccco2)n(C)n1	-0.058	.	10	.	-5	-8	.	.	-10
CCOC(=O)c1c(C)n(C)c2ccc(OC(C)C(=O)OC)cc12 (centres undefined)	-0.11	51*	11	-4	1	-9	0.5	32*	-11
CC(=O)Nc1ccc(C(=O)Cn2nnc3ccccc3c2=O)cc1	0.049	-8	.	3	-8	6	1.1	0	.
Fc1ccc(-c2nnc(-c3ccc(Cl)cc3Cl)o2)cc1	-0.19	.	-1	2	-6	-2	.	2	1
CCOC(=O)C1CCN(S(=O)(=O)Cc2ccccc2)C1=O (centres undefined)	-0.028	77*	9	-1	-8	21	0.2	8	-8
COc1ccc(-c2cnc(SCC(=O)Nc3ccc4c(c3)OCO4)n2Cc2ccco2)cc1	0.15	96*	-4	-5	-3	-21	0	12	3
CSc1nc2nccc(-c3ccc(-c4ccccc4)cc3)n2n1	-0.64	-8	1	6	3	-6	1.1	0	0
Cc1ccc(C2(C(F)(F)F)NC(=O)N3CCCN=C3S2)cc1 (centres undefined)	-0.56	76*	.	14	.	.	0.2	0	.
O=C(NCc1ccccc1)C(c1ccc(F)cc1)N(Cc1ccc2c(c1)OCO2)C(=O)Cn1nnc(-c2cccs2)n1 (centres undefined)	0.021	.	1	.	-11	14	.	.	-1
Fc1cccc(Nc2cc(-n3cccn3)ncn2)c1	0.47	.	1	11	-2	8	.	8	2
CCc1ccc(NC2CC(=O)N(c3ccc(OC)cc3OC)C2=O)cc1 (centres undefined)	0.0056	12	-2	4	-8	11	0.9	3	2
COCCCNC(=O)CCc1nc2cccnc2n1Cc1ccccc1	-0.011	6	24	-5	-4	8	0.9	-1	-27
Brc1ccc2[nH]ncc2c1	0.91	.	3	-8	1	-11	.	3	-3
Fc1ccccc1OCCCN1CCOCC1	1.1	6	.	10	-1	27	0.9	-4	.
CN1C(=S)SC(C)(C)C1(C)NO (centres undefined)	.	6	-2	-10	-5	3	0.9	5	5
CC(=O)SCCC(=O)N1C(C)CCCC1C(=O)O (centres undefined)	0.38	-8	.	-4	-7	8	1.1	-21	.
Cn1c(=O)n(C)c2cc(NC(=O)CSc3nnc(-c4ccccc4O)n3-c3ccccc3)ccc21	-0.44	6	.	-6	.	.	0.9	2	.
COc1cccc(/C=N/n2c(N)c(S(=O)(=O)c3cccs3)c3nc4ccccc4nc32)c1	0.06	3	6	3	-7	-5	1	4	-5
COc1ccc(C(=O)CSc2nnc(Cn3nnc4ccccc43)n2C)cc1	0.46	16	6	-6	-1	-13	0.8	10	-5
CCn1c(SCC(=O)c2ccc(Cl)cc2)nnc1-c1ccoc1C	0.28	66*	16	4	-6	7	0.3	6	-21

Source: PubChem (several laboratories)
